Screening data as filed in PubChem.
HCV inh – HCV inhibition; Huh7.5.1 HCVcc-Cre infection, luciferase reporter, 44 h; Potency, µM (highest dose often 41.8 µM), for the others: at the top dose activity change, negative = inhibition, usual class: inhibitors; hit rate 3.4% among 340,000
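1,000 cells/well; 4 h culture; + compound; + HCVcc-Cre (~0.5 moi); 44 h; luciferase substrate, RT 15 min; read 15 sec.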
TbPYK inhibitor – blocks Trypanosoma brucei pyruvate kinase | Q57TT1 | hit rate 0.12% among 410,000 | TbPYK enzyme, Kinase-Glo Plus ATP luminescence, 45 min | Potency, µM (titrated, usually from 76.8 µM), inactives show at the top dose activity, negative = inhibition, most hits filed as inhibitors; also: nearly all actives have a fitted effect of over 50% in size
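In this concentration-response screen, enzyme-free wells defined baseline while DMSO plates tracked drift. Each reaction combined TbPYK, substrate, compound and 130 uM ADP for 45 min at room temperature. Kinase-Glo Plus luminescence gave the signal.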
* hit, by the source's call; ? = inconclusive; [ ] = remark or other dose. Calls follow the shape of the dose curve; as a rule, active = well fitted curve in the direction sought with a large enough effect; inconclusive = small, poorly fitted or top-dose-only effect, or another doubt; inactive = no such curve, though single readings can be large; an effect the other way counts as inactive or inconclusive. % is scaled to controls: 0 for no effect and ±100 for the full control effect; potency is read from the fitted curve at half-maximal effect. This is a subset, so the mix of outcomes need not match the whole.

SMILES	HCV inh	TbPYK inhibitor
COc1ccc(S(=O)(=O)NCCc2ccccn2)cc1	-4%	6%
Cc1ccc(S(=O)(=O)n2oc(=O)c(C3CCCCC3)c2N)cc1	-14%	-2%
C[C@@H]1[C@H]2CCCC[C@H]2CN(C(=O)OC(C)(C)C)[C@@H]1c1cn(Cc2ccccc2)c2ccc(F)cc12	4%	5%
COc1cccc(-c2noc(CCC(=O)N3CCN(c4cc(C)ccc4C)CC3)n2)c1	?	-6%
C=CC[C@H](CC(=O)N(CCO)Cc1ccccc1)C(=O)N[C@@H](COC(=O)[C@H](CC=C)CC(=O)OC(C)(C)C)Cc1c[nH]c2ccccc12	?	-1%
O=C(C[C@H]1C[C@H](C(=O)N2CCOCC2)[C@@]2(CCC3CCCC3)c3[nH]c4ccc(Cl)cc4c3CCN2C1=O)NCC12CC3CC(CC(C3)C1)C2	10%	0%
O=C1c2ccccc2/C(=C\c2ccc3[nH]ccc3c2)N1c1ccccc1	?	-1%
O=C(COC(=O)/C=C/c1ccc(Cl)cc1Cl)NCC1CCCO1 (stereo unspecified)	8%	-3%
CC(C)C[C@@H](CNCC(=O)[C@H](Cc1ccccc1)NC(=O)c1[nH]cnc1C(=O)N[C@@H](C)CN)NC(=O)c1nc[nH]c1C(=O)N[C@@H](C)C(=O)O	-4%	0%
O=C(NC(=S)Nc1ccc(Cl)cc1)c1cncc(Br)c1	-9%	-1%
COc1cccc(C2=CC(=O)C(C(C)(C)C)N2C(C)(C)C)c1 (stereo unspecified)	9%	6%
COc1cc(OC)c2c3c(c(C4CCCCC4)nc2c1)CCCC3	11%	-3%
COc1ccccc1C(CNC(=O)c1cccc(S(=O)(=O)Nc2ccc(F)cc2)c1)N1CCCC1 (stereo unspecified)	?	0%
NC(Cc1ccc2nsnc2c1)C(=O)O (stereo unspecified)	34%[activator]	-9%
Cc1sc2ncnc(N3CCC(C(=O)NNC(=O)COc4ccc(Cl)cc4)CC3)c2c1C	-21%	1%
COc1cc2c(-c3ccc4c(c3)OCO4)c(-c3ccsc3)oc(=O)c2cc1OC	-6%[8.37 µM]	-4%
Cc1cc(C)n2nc(SCC(=O)N3CCCC3)nc2n1	12%	0%
COC(=O)CC(C(=O)Nc1cc(C(=O)OC)cc(C(=O)OC)c1)N1CCN(C)CC1 (stereo unspecified)	6%	-8%
O=C(Nc1ccc(Cl)cc1F)c1ccc2c(c1)C(=O)N(Cc1ccncc1)C2=O	4%	2%
CCn1nnc2cc(C(=O)OCC(=O)N(C)Cc3cccc(F)c3)ccc21	4%	-6%
Cc1ccc(-n2nc(C(=O)c3ccccc3)n3c(=O)c(Cc4ccccc4)nnc23)cc1	?	0%
CN(C)CCCN1c2ccc3ccccc3c2Sc2cccc(Cl)c21	?	-2%
C[C@H](CO)N1C[C@H](C)[C@@H](CN(C)C(=O)Nc2ccccc2)Oc2c(NS(=O)(=O)c3ccc(F)cc3)cccc2C1=O	-2%	-2%
Cc1cc(=O)[nH]c2ccc(Cc3ccccc3)cc12	7%	-4%
O=C1/C(=C\c2ccccc2)CN(C(=O)CCN2CCCCC2)C/C1=C/c1ccccc1	?	-8%
CCOC(=O)c1cn(Cc2ccccc2)nc1-c1ccccc1	0%	3%
CN(C)c1ccc([N+](=O)[O-])c([N+](=O)[O-])c1	-28%	-1%
CNC(=S)NN=C(C)CCCC(C)=NNC(=S)NC	?	0%
CN1CCC(=C(c2ccccc2)c2ccc(Br)cc2)CC1	8.9µM*	0%
CCN1C[C@@H]2[C@@H]3C(=O)N(C)C(=O)[C@@H]3[C@](C)(C1=O)N2C(=O)c1ccc(F)cc1	2%	1%
O=C(OCc1ccccc1)N1CCC2CC1c1cc(-c3ccccc3)ccc12 (stereo unspecified)	-17%	-8%
Brc1ccc(-c2nnc(-c3cccnc3)c3conc23)cc1	4%	5%
CN[C@H](C)C(=O)NC[C@H]1O[C@@H](n2cnc3c(N)ncnc32)[C@H](O)[C@@H]1O	23%	-6%
CCN(C(=O)COC(=O)c1ccccc1O)c1nc2ccccc2s1	12%	-2%
COC(=O)c1ccc(CNC(=O)Cn2cnc(C(=O)Nc3ccc(C)c(C)c3)n2)cc1	14%	1%
O=C(CC(=O)NN=Cc1ccc2c(c1)CCC2)NN=Cc1ccc2c(c1)CCC2	?	-2%
O=C(COC(=O)/C=C/c1ccccc1Cl)NCC1CCCO1 (stereo unspecified)	-4%	0%
O=[N+]([O-])c1cccc(-c2ccc3nnc(SCc4cccnc4)n3n2)c1	-1%	3%
COc1ccc(-c2nnc3ccc(SCC(=O)N4CCN(c5ccccc5)CC4)nn23)cc1	5%	?
COc1ccc(NC(=O)C(OC(=O)Cn2cnc3c2c(=O)n(C)c(=O)n3C)c2ccccc2)cc1Cl (stereo unspecified)	-4%	1%
c1cc2c(cc1C1OCC3C(c4ccc5c(c4)OCO5)OCC13)OCO2 (stereo unspecified)	?	-5%
CC(C)(C)OC(=O)C[C@@H]1C/C=C\C[C@@H](CC(=O)N[C@H](CO)Cc2ccccc2)C(=O)N2CCC[C@@H]2COC1=O	19%	0%
Cc1cccc(C)c1NC(=O)CN1C(=O)NC(C)(C2CC2)C1=O (stereo unspecified)	23%	-1%
O=C(COC(=O)C12CC3CC(CC(C3)C1)C2)NNC(=O)c1ccccc1	16%	-8%
CC(C)(C)OC(=O)N1CCC(C(=O)Nc2ccc(C(=O)NCCc3ccccc3)cc2)CC1	?	0%

One compound at a time (already shown).
Results for Brc1ccc(-c2nnc(-c3cccnc3)c3conc23)cc1 : HCV inh = 4%; TbPYK inhibitor = 5%
Results for O=C(CC(=O)NN=Cc1ccc2c(c1)CCC2)NN=Cc1ccc2c(c1)CCC2 : HCV inh = ?; TbPYK inhibitor = -2%

Remaining list, next part
SMILES	HCV inh	TbPYK inhibitor
CCOC(=O)C1(Cc2cccc(OC)c2)CCCN(C(=O)CSC)C1 (stereo unspecified)	15%	3%
COc1cc(OC)cc(-c2sc3ccc(OC)cc3c2-c2ccc(OCCN3CCCCC3)cc2)c1	-21%	-2%
CCCc1nnc(NS(=O)(=O)c2ccc(C)cc2)o1	-1%	-2%
O=Cc1ccc(OCc2cn(CC(=O)c3ccc(O)cc3)nn2)cc1	?	0%
O=C(OCC(=O)N1CCc2ccccc2C1)c1ccc(F)cc1Cl	-3%	1%
Cc1noc(C)c1COc1ccc(C(=O)N2CCN(S(=O)(=O)c3cccc(F)c3)CC2)cc1	-19%	-3%
CCCCCCCCN1[C@@H](CC(=O)O)c2cc(C(F)(F)F)ccc2S1(=O)=O	14%	0%
O=C1C2CCCCN2C(=O)N1CCN1CCN(c2ccc(F)cc2)CC1 (stereo unspecified)	11%	-13%
CN(Cc1ccccc1)C(=O)COC(=O)c1cc(=O)c2ccccc2o1	?	1%
COc1cc(CCc2ccccc2)c(C(=O)O)c(O)c1CC=C(C)C	3%	-11%
CCOC(=O)C1=C(CC)Nc2ccccc2N=C1NC(=O)c1ccc(OC)c(S(=O)(=O)N2CCOCC2)c1	-1%	5%
NS(=O)(=O)c1ccc(CCNC(=O)COC(=O)c2ccc([N+](=O)[O-])o2)cc1	6%	-2%
O=C(O)C(Oc1ccc2ccccc2c1)c1ccccc1 (stereo unspecified)	2%	-2%
Cn1c(=O)c2[nH]c(CSCc3ccccc3)nc2n(C)c1=O	16%	-14%
O=C(COc1ccccc1F)NNC(=O)c1cc(Br)ccc1Cl	15%	0%

(listing goes on)
Compound | HCV inh | TbPYK inhibitor
OCC1OC(Oc2c(Br)cc(Br)cc2Br)C(O)C(O)C1O (stereo unspecified) | 18% | -5%
CCOC(=O)c1nnsc1C(OC)Oc1ccccc1 (stereo unspecified) | 9% | 3%
COc1ccc(C(=O)Cn2c(C(C)=O)nc3ccccc32)cc1 | ? | -4%
Cc1nc2ccc(Cl)cc2[nH]1 | 11% | 2%
CCCCCCCCNCCS(=O)(=O)NCc1ccccc1 | 9% | -4%
CCOC(=O)C1=NNC(C(=O)O)C1c1ccccc1 (stereo unspecified) | 15% | -5%
C[C@]12CCC3C(CC[C@H]4C[C@H](O)CC[C@]34C)C1[C@@H](O)[C@@H](O)[C@@H]2O (stereo partly specified) | 7% | -1%
CCCOc1ccc(N2C(=O)CC(NCC(=O)OCC)C2=O)cc1 (stereo unspecified) | 5% | 1%
CCN(CC(=O)Nc1ccc2c(c1)OCCO2)CC(=O)Nc1ccc(C)c([N+](=O)[O-])c1 | ? | -2%
CC(C)(C)NCCC(O)c1cc(C(F)(F)F)nc2c(C(F)(F)F)cccc12 (stereo unspecified) | ? | -12%
O=C(Cc1c(F)cccc1Cl)NNC(=O)c1ccco1 | 23% | 6%
CSc1ccc(Cl)c(C(=O)Nc2cc(S(=O)(=O)N3CCOCC3)ccc2N2CCOCC2)c1 | -10% | -1%
Nc1ccc2c(c1)Cc1c(F)cccc1-2 | ? | 1%
Oc1ccccc1C=NN=Cc1ccccc1Cl | ? | -5%
CCOC(=O)c1cnc(N2CC2)nc1N | -8% | 5%
CCCN(CC(=O)Nc1ccc(F)c(F)c1F)C(=O)c1cc(S(=O)(=O)N(C)C)ccc1N1CCCC1 | -6% | 8%
O=C(COC(=O)CCc1ccc(S(=O)(=O)N2CCOCC2)cc1)Nc1ccccc1OC(F)F | 0% | -4%
COc1ccc(S(=O)(=O)N(C)C[C@H]2Oc3ccc(NC(=O)Nc4ccccc4)cc3C(=O)N([C@H](C)CO)C[C@@H]2C)cc1 | ? | 0%
COc1ccc(NC(=O)N(C)C[C@H]2Oc3c(NC(=O)Nc4ccccc4)cccc3C(=O)N([C@H](C)CO)C[C@@H]2C)cc1 | -12% | -1%
O=c1ccc2cc(O[C@@H]3O[C@H](CO)[C@@H](O)[C@H](O)[C@H]3O)c(O)cc2o1 | ? | -9%
Cc1nc2c(nc1C)C(=O)c1ccccc1C2=O | ? | -4%
[O-][n+]1nc2ccccc2c2ccccc21 | -14% | 10%
ONC(=NCc1ccccc1)c1ccccc1 | -1% | 0%
CCC(CO)Oc1cc(NC(=O)c2cccc(F)c2)c2ncn(C(C)C)c2c1 (stereo unspecified) | 0.56µM* | -7%
CC12CCC(C3NC(=S)NN=C31)C2(C)C (stereo unspecified) | 11% | 7%
c1ccc2c(c1)ccc1[nH]c3c(c12)CCCC3 | ? | -3%
O=C(CCNC(=O)c1ccc(Br)cc1)Nc1ncccc1O | 2% | 2%
COC(=O)N/N=C(C)/C=C/c1ccccc1 | 15% | -1%
C=CC[C@@H](CC(=O)NCCO)C(=O)N[C@@H](C)COC(=O)[C@H](CC=C)CC(=O)OC(C)(C)C | -2% | -2%
COc1ccc(OC[C@@H](O)CNC(=O)c2cccc3c2C(=O)c2ccc(-c4ccc(F)cc4OCc4ccccc4)cc2S3(=O)=O)cc1 | ? | 2%
COc1ccc(C2CC(C(C)(C)C)=NN2c2ccc(S(N)(=O)=O)cc2)cc1 (stereo unspecified) | -12% | -7%
Cn1nccc1C(=O)Nc1cc(Cl)ccc1Cl | 4% | 1%
O=C(O)c1ccccc1C(=O)N(c1ccccc1)c1ccccc1 | 20% | -2%
CCCC(=O)NC1=C(Cl)C(=O)c2ccccc2C1=O | 3.2µM* | ?
OCc1nc2ccccc2n1CCCCOc1ccccc1 | -15% | -2%
Cc1cccc(NC2(C(=O)O)CCCC2)c1 | 7% | 21%
COc1ccc(C(CNC(=O)c2cccc(S(=O)(=O)N3CCCc4ccccc43)c2)N(C)C)cc1 (stereo unspecified) | ? | 0%
CCCCCCCCCCCCN1[C@@H](CC(=O)O)c2cc(F)ccc2S1(=O)=O | 23% | 4%
CC(=NNC(=O)CSCC(=O)NN=C(C)c1ccccc1)c1ccccc1 | -8% | 2%
COC(=O)c1ccc(/C=C/C(=O)OCC(=O)c2ccc[nH]2)cc1 | -1% | 1%
O=S(=O)(Nc1ccc(Cl)cc1NS(=O)(=O)c1ccccc1)c1ccccc1 | 0.5µM* | 5%
CC1(C)CC(=O)C=C(c2cccc3c2oc2ccccc23)C1 | ? | -5%
Cc1ccc(NCCCn2cnc(C(=O)Nc3ccc(C)c(C)c3)n2)cc1C | -5% | 3%
COc1ccccc1C(CNC(=O)CCNS(=O)(=O)c1ccc(Br)cc1)N1CCCC1 (stereo unspecified) | ? | 0%
Cc1ccccc1-c1nnc(SCC(=O)Nc2c(C)n(C)n(-c3ccccc3)c2=O)o1 | 11% | -2%
CC(C)[C@H]1COCCS(=O)(=O)N1Cc1ccccc1 | 23% | 2%

Part of the list above, as labelled records.
CCCCCCCCCCCCN1[C@@H](CC(=O)O)c2cc(F)ccc2S1(=O)=O
  HCV inh: 23% | TbPYK inhibitor: 4%

CC1(C)CC(=O)C=C(c2cccc3c2oc2ccccc23)C1
  HCV inh: ? | TbPYK inhibitor: -5%

COc1ccccc1C(CNC(=O)CCNS(=O)(=O)c1ccc(Br)cc1)N1CCCC1 (stereo unspecified)
  HCV inh: ? | TbPYK inhibitor: 0%

O=S(=O)(Nc1ccc(Cl)cc1NS(=O)(=O)c1ccccc1)c1ccccc1
  HCV inh: 0.5µM* | TbPYK inhibitor: 5%
